# Screening data as filed in PubChem.
# Tau fluor counter: counter-screen for tau fibril formation inhibitors. tau K18 P301L (four-repeat tau fragment) Alexa594 fluorescence, heparin fibrillization. Potency, µM (highest dose often 57.7 µM), for the others: top-dose activity change, negative = decrease. hit rate 0.93% among 280,000. AID 1463; also: potency is read from the fitted curve at half-maximal effect; % is scaled to controls: 0 for no effect and ±100 for the full control effect; nearly all actives have a fitted effect of over 55% in size
#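 Human K18 P301L tau (15 uM unlabeled plus 0.24 uM Alexa 594-labeled, final) in 100 mM sodium acetate pH 7 was mixed with compound and 20 uM heparin and incubated 6 hr at 37 C.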
# GLA spleen mod: inhibits or activates alpha-galactosidase in human spleen homogenate | hit rate 0.008% among 240,000 | human spleen homogenate, 4MU-alpha-Gal fluorescence, 40 min | Potency, µM (series often up to 80 µM), inactives show at the highest dose activity change, negative = inhibition, hits mostly inhibitors | P06280;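 also: potency is read from the fitted curve at half-maximal effect; 0% = enzyme with vehicle and -100% = no enzyme basal signal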
# Target sequence (P06280 32-429 limits assumed): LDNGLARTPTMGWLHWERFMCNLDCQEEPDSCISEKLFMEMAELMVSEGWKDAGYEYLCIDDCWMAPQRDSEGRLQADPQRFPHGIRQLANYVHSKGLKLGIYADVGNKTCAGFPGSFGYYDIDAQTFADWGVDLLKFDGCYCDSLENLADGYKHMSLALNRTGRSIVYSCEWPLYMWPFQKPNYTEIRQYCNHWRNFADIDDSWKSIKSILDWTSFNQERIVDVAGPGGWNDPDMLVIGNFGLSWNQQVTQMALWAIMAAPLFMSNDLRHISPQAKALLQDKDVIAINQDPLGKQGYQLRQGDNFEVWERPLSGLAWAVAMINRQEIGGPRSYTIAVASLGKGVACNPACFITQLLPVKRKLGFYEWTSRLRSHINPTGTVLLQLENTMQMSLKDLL
#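 Human spleen homogenate (1 ug) was the enzyme source, with 4-methylumbelliferyl-alpha-D-galactopyranoside (1 mM final) in pH 5.0 citrate buffer with 0.01% Tween-20. Compounds were titrated; after 40 min at 37C, NaOH/glycine stop, 4-MU fluorescence read; AC50 from Hill fits.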
# NPSR antag: neuropeptide S receptor (human) antagonism, cAMP; hit rate 1% among 220,000; CHO-NPSR cells, cAMP TR-FRET, antagonist mode; Potency, µM (series often up to 38.3 µM), for inactives: top-dose activity change, negative = inhibition, actives largely listed as inhibitors; AID 1461; also: potency is read from the fitted curve at half-maximal effect; % is scaled to controls: 0 for no effect and ±100 for the full control effect; nearly all actives have a fitted effect of over 50% in size; many of its hits are not listed in these tables
# TexasRed fluor: counter-screen for TRb-SRC2 inhibitors: fluorescence interference; TRb/SRC2 Texas Red total fluorescence interference; Potency, µM (titrated, usually from 106 µM), for inactives: at the highest dose fluorescence change, negative = quenching; hit rate 0.29% among 280,000; active = well fitted curve in either direction with a large enough effect; inconclusive = small, poorly fitted or top-dose-only effect; also: potency is read from the fitted curve at half-maximal effect; % is scaled to controls: 0 for no effect and ±100 for the full control effect
#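 Human TRb ligand-binding domain at 0.6 uM with 20 nM Texas Red SRC2 peptide in Tris buffer containing 1 uM T3 and 5% DMSO, incubated with compound 5 h at ambient temperature. Total fluorescence (555/632 nm) calculated as parallel + 2 × perpendicular.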
# Tau FP inhib: tau fibrillization inhibition (FP). P10636. K18 P301L tau heparin fibrillization, Alexa594 FP, 6 h. Potency, µM (top dose mostly 57.7 µM), inactives show at the highest dose activity, negative = inhibition, actives largely listed as inhibitors. hit rate 0.39% among 280,000. AID 1468; also: potency is read from the fitted curve at half-maximal effect; % is scaled to controls: 0 for no effect and ±100 for the full control effect; nearly all actives have a fitted effect of over 55% in size
# Target sequence (P10636 561-689 P618L limits assumed): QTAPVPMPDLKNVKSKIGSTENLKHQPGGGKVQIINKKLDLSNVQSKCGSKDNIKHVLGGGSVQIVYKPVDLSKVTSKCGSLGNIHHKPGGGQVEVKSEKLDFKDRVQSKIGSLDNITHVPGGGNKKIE
#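 FP of Alexa 594-tau after heparin (20 uM) induction. Substrate: human K18 P301L, 15 uM unlabeled, 0.24 uM labeled. Buffer 100 mM sodium acetate pH 7. 6 hr, 37 C.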
# TRb SRC2 PPI: TRbeta-SRC2 interaction inhibition; hit rate 0.065% among 280,000; TRbeta-SRC2 peptide binding, fluorescence polarization; receptor liganded with 1 µM T3; Potency, µM (series often up to 106 µM), for the others: at the highest dose activity change, negative = inhibition, most hits filed as inhibitors;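 also: potency is read from the fitted curve at half-maximal effect; plate controls were bound peptide for no effect and peptide without receptor for full effect; nearly all actives have a fitted effect of over 50% in size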
# Target sequence (P10828 whole entry, looked up): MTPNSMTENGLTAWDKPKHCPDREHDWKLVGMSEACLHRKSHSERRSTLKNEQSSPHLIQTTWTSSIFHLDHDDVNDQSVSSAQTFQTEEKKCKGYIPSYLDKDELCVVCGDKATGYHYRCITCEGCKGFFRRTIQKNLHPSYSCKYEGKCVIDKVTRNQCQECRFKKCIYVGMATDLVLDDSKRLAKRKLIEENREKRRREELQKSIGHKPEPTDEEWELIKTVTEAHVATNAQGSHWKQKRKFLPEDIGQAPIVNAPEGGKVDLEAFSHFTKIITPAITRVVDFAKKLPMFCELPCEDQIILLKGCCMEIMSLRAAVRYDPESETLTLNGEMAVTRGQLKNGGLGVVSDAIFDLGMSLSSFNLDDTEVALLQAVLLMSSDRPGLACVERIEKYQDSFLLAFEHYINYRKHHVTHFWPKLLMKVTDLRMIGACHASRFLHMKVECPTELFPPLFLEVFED
#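 Assay buffer: 20 mM Tris-HCl, 100 mM NaCl, 10% glycerol, 1 mM EDTA, 0.01% NP-40, 1 mM DTT, 1 uM T3, 5% DMSO; TRb LBD 0.6 uM, Texas Red SRC2 20 nM; FP after 5 hr.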
# Epigenetic reg: derepresses silenced GFP reporter in murine cells; hit rate 0.2% among 280,000; murine LDR cells, GFP reporter derepression, 30 h; AID 1865; Potency, µM (top dose mostly 53.9 µM), for inactives: at the highest dose GFP activation, usual class: activators; also: potency is read from the fitted curve at half-maximal effect; % of control where 0% means no effect; nearly all actives have a fitted effect of over 60% in size
#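 GFP-positive cell count by laser-scanning cytometry (objects 20–120 um) after 30 h, 37 C compound exposure of murine LDR cells; reporter is CMV-GFP integrated at a silenced locus, inducible by HDAC or DNMT inhibitors.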
# CBFb-RUNX1 inh: blocks binding between human CBF-beta and RUNX1 | Q01196+Q13951 | AlphaScreen CBFb-His/RUNX1-biotin binding, biochemical | Potency, µM (highest dose often 59.8 µM), inactives show at the highest dose activity, negative = inhibition, hits mostly inhibitors | 230,000 tested, under 10 active; also: % of control where 0% means no effect
#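 Proteins preincubated together for 20 min at RT before compound addition; 15 min later, nickel and streptavidin beads were added and left 90 min prior to AlphaScreen measurement.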
# An asterisk follows results filed as active; ? = inconclusive; · = no result given; & = joins results of further samples; [ ] = remark or other dose. Unless noted, calls follow the shape of the dose curve; as a rule, active = well fitted curve in the direction sought with a large enough effect; inconclusive = small, poorly fitted or top-dose-only effect, or another doubt; inactive = no such curve, though single readings can be large; an effect the other way counts as inactive or inconclusive. Not all compounds are listed; count on the stated rates, not on these rows.
entry	SMILES	Epigenetic reg	GLA spleen mod	TexasRed fluor	NPSR antag	Tau FP inhib	CBFb-RUNX1 inh	TRb SRC2 PPI	Tau fluor counter
1	CCN(CC1COc2ccccc2O1)C(=S)NCCCN(C)C (stereo unspecified)	-1.4%	?	-1%	-30%	-10%	7%	-10%	0%
2	Cc1nc2ccc(N)cc2s1	0.0%	-4%	-5%	-7%[46.1 µM]	-8%	12%	-4%	-2%
3	COc1ccc(NS(=O)(=O)c2cccc(C(=O)OCC(=O)Nc3cc(C)on3)c2)cc1	-1.5%	8%	-2%	-10%[46.1 µM]	5%	-5%	-3%	-22%
4	Nc1ccc(N2CCOCC2)c2nonc12	2.1%	1%	-7%	24%	?	13%	?	?
5	COc1ccccc1OCCSc1nc(C)c(Cc2ccccc2)c(=O)[nH]1	-1.0%	-3%	-1%	-1%	6%	6%	-5%	12%
6	CCCCOC(=O)c1ccc(NC(=O)c2cnc3ccc(C)cn3c2=O)cc1	0.0%	·	-26%	·	-5%	·	-1%	-15%
7	O=C(O)c1cnn2c(C(F)F)cc(C3CC3)nc12	-3.2%	2%	-3%	-12%[46.1 µM]	-4%	2%	-10%	?
8	Cc1cc(C(=O)N2CCN(C(=O)c3ccco3)CC2)ccc1[N+](=O)[O-]	-1.8%	1%	-2%	4%	4%	4%	-4%	-7%
9	CCN(CC)CCCCn1c(-c2ccccc2)nc2c(NC3CCCCC3)nc(C)nc21	6.5%	1%	1%	·	0%	6%	5%	-6%
10	O=C(/C=C1\C(=O)Nc2ccccc21)/C=C1\C(=O)Nc2ccccc21	?	2%	0%	?	?	-27%	6%	-25%
11	CCS(=O)(=O)N1N=C(c2cccc(NS(C)(=O)=O)c2)CC1c1ccc(C)cc1 (stereo unspecified)	22µM*	-6%	4%	-36%	1%	1%	2%	-17%
12	CCOc1ccc(/C=C/C(=O)Nc2ccc3[nH]c(=O)[nH]c3c2)cc1	-1.1%	5%	4%	22%	3%	2%	-1%	-22%
13	OCc1ccc(O)c2ncccc12	?	1%	-3%	2%[46.1 µM]	-3%	·	-10%	-12%
14	O=C(Nc1nnc(S(=O)(=O)N2CCOCC2)s1)c1ccccc1F	5.6%	·	4%	·	8%	·	-7%	-18%
15	COc1ccc2cc(-c3nc4ccc(C(=O)O)cc4[nH]3)c(=O)oc2c1	-1.3%	·	-1%	·	-10%	·	0%	-10%
16	N#Cc1c(NCc2ccccc2)ccnc1NCc1cccnc1	4.5%	1%	1%	-7%[46.1 µM]	-6%	7%	0%	-16%
17	CS(=O)(=O)N1CCC(C(=O)Nc2ccc(Cl)c(C(F)(F)F)c2)CC1	0.0%	-13%	1%	-5%[46.1 µM]	-1%	6%	-3%	-9%
18	Cc1c(C(=O)Nc2cnccn2)oc2ccccc12	0.9%	6%	-1%	-4%[46.1 µM]	0%	8%	-1%	-6%
19	O=C(N/N=C/c1ccsc1)c1cc(O)cc(O)c1	-2.2%	12%	-5%	-7%[46.1 µM]	-6%	-1%	14%	-14%
20	Clc1ccc(C2CC(c3ccccc3)Nc3ncnn32)cc1 (stereo unspecified)	1.5%	1%	1%	-11%[46.1 µM]	5%	4%	0%	1%
21	C/C(Cn1nnc([N+](=O)[O-])n1)=N\NC(=O)c1ccccc1	-1.0%	7%	-4%	21%[46.1 µM]	-2%	3%	0%	-3%
22	COC(=O)CC/C(O)=C1\C(=O)CC(C)(C)CC1=NCc1nc2ccccc2[nH]1	-1.1%	11%	0%	-30%	7%	3%	2%	3%
23	CCOC(=O)N1CCC(N2CCCC(C(=O)c3cccc(OC(C)C)c3)C2)CC1 (stereo unspecified)	-1.2%	-11%	0%	34%	4%	8%	-9%	-21%
24	COc1cc(Nc2ncc3c(n2)CCN(Cc2cc(F)cc(F)c2)C3)cc(OC)c1	-3.3%	·	-1%	·	-2%	·	8%	-22%
25	CCc1ccc(OCC(=O)NC(NC(=S)Nc2ccc(C)cc2C)C(Cl)(Cl)Cl)cc1 (stereo unspecified)	0.3%	-7%	-4%	?	-12%	4%	-10%	-11%
26	CCOC(=O)c1ccc2[nH]c3c(c2c1)CCCCC3=O	0.0%	3%	-1%	-8%[46.1 µM]	11%	11%	3%	-19%
27	COc1ccc(-c2nnc(SCC(=O)N3CCC(C)CC3)o2)cc1	1.2%	·	0%	·	-12%	·	8%	-12%
28	Cn1c(=O)oc2cc(S(=O)(=O)N3CCCC(C(=O)Nc4ccc5c(c4)OCCO5)C3)ccc21 (stereo unspecified)	0.7%	4%	2%	0%[46.1 µM]	-1%	-3%	10%	-8%
29	NS(=O)(=O)c1ccc(NC(=O)c2ccccc2Cl)cc1	0.8%	1%	0%	-2%[46.1 µM]	5%	3%	3%	0%
30	Cc1c(C(=O)NCc2cccc(F)c2)oc2c1-c1[nH]ncc1CC2	-0.4%	·	-1%	·	3%	·	-6%	-2%
31	CCC(C)[C@H](NC(=O)NCCCn1ccnc1)C(=O)OC (stereo partly specified)	-1.3%	-2%	-1%[53 µM]	18%	5%	-1%	-4%[53 µM]	15%
32	Cc1cccc(OCC(=O)Nc2ccc3c(c2)OCCO3)c1	0.0%	0%	-1%	-14%[46.1 µM]	1%	6%	11%	-7%
33	COc1cc(OC)cc(C(=O)Nc2cc3c(cc2N2CCCCC2)n(C)c(=O)n3C)c1	1.6%	·	0%	·	-2%	·	-10%	-25%
34	CC(O)c1nc2ccccc2n1Cc1nnc(-c2ccc(Cl)cc2)o1 (stereo unspecified)	0.7%	-4%	-4%	8%[46.1 µM]	4%	4%	-5%	-1%
35	CC(=O)C(C(C)=O)c1c(Cl)c(O)c(O)c2c(C(=O)c3ccccc3)coc12	?	-1%	-2%	-14%[46.1 µM]	?	-27%	4%	?
36	CN(C)CCNc1nc2c(c(=O)[nH]c(=O)n2C)n1CC(O)COc1ccc(Cl)cc1 (stereo unspecified)	-0.7%	7%	-4%	3%[46.1 µM]	2%	-3%	1%	9%
37	COC(C[C@@H](O)C[C@H](O)COCc1ccccc1)OC	0.0%	-7%	-1%	16%	-2%	10%	5%	12%
38	CCC1(C)Cc2c(sc3nnn(CC(=O)Nc4ccc(Cl)cc4)c(=O)c23)CO1 (stereo unspecified)	-0.3%	2%	0%	-27%[46.1 µM]	?	-3%	8%	?
39	O=C(Nc1ccc(F)cc1)c1cccc(N2CCCS2(=O)=O)c1	0.0%	·	0%	·	1%	·	-9%	-4%
40	O=C(NC1CCCCC1)c1cc(Cl)nc2ccccc12	1.0%	7%	2%	1%	-1%	0%	2%	-1%
41	CCOC(=O)N1CCN(C(=O)c2cnsn2)CC1	0.0%	-8%	-3%	-12%[46.1 µM]	4%	4%	-6%	0%
42	O=C(O)CNC(=O)CC12CC3CC(CC(C3)C1)C2	-0.1%	-7%	0%	0%[46.1 µM]	-3%	9%	-5%	4%
43	Cc1cn2c(=O)c(S(=O)(=O)NCc3ccccc3Cl)c(C)nc2s1	5.4%	·	-2%	·	-1%	·	-4%	-6%
44	CCOC(=O)c1ccc(NC(=O)c2cc3c(n(-c4ccc(C)cc4)c2=O)CC(C)(C)CC3=O)cc1	0.0%	·	-2%	·	-10%	·	2%	-6%
45	Cc1ccc(OCc2nnc(NC(=O)OCC(C)C)s2)cc1	0.7%	0%	-2%	-11%[46.1 µM]	8%	11%	-7%	-3%
46	N#CC1=C(N2CCCCC2)c2cc3c(n2C1=O)CCCC3	-0.9%	2%	-2%	?	10%	-6%	-18%	-12%
47	CCCC1CC(=O)OC1(C)C(=O)CSc1n[nH]c(-c2ccccc2)n1 (stereo unspecified)	0.0%	1%	0%	-28%[46.1 µM]	-9%	5%	3%	-13%
48	OCCCc1nc2n(n1)C(c1cccs1)C=C(c1ccccc1)N2 (stereo unspecified)	?	17%	-4%	-19%[46.1 µM]	2%	1%	6%	-18%
49	CCOc1ccccc1CN(CCc1ccc2c(c1)OCO2)Cc1cccc(OC)c1OC	-1.7%	·	-2%	·	0%	·	3%	-9%
50	CCc1cc2c(=O)[nH]c(Cc3ccc(Cl)cc3)nc2s1	-0.7%	-3%	-2%	-2%[46.1 µM]	-5%	3%	-2%	-6%
51	Nc1nnc(CCN2C(=O)CSC2=O)s1	4.0%	-2%	0%	-3%[46.1 µM]	1%	3%	-2%	-5%
52	Cc1ccc2oc(=O)c3cnn(CC(=O)NC4CCC(C)CC4)c3c2c1 (stereo unspecified)	-2.7%	0%	3%	-20%[46.1 µM]	0%	2%	2%	-12%
53	Cc1nc(NC(=O)CC(C)C)sc1-c1csc(Nc2ccc(Cl)cc2Cl)n1	-1.1%	-6%	0%	?	9%	2%	-20%	22µM*[quencher]
54	Cn1nc(-c2ccccc2)c(C(O)c2ccc(Cl)cc2)c1Cl (stereo unspecified)	-0.9%	-3%	0%	-18%[46.1 µM]	6%	5%	-1%	-12%
55	O=C(Nc1cccc(-c2nc3ccccc3s2)c1)c1cc(=O)c2ccccc2o1	1.1%	-2%	2%	6%	?	4%	0%	-29%
56	CC1=C(C(=O)OCCOC(C)C)C(c2cc3c(cc2Br)OCO3)CC(=O)N1 (stereo unspecified)	0.0%	-3%	-3%	-4%[46.1 µM]	4%	7%	3%	-16%
57	CO[C@@]1(NC(=O)CSCC#N)C(=O)N2C(C(=O)O)=C(CSc3nnnn3C)CSC21 (stereo partly specified)	-1.3%	-9%	0%	·	?	4%	2%	-19%
58	CC(=O)c1cc2c(cc1N/C(=N/S(=O)(=O)c1ccc(C)cc1)c1ccccc1)OCO2	-2.4%&-1.8%	8%	-1%&-4%	-12%	-7%&0%	-2%	4%&-9%	-22%&-4%

# In a second layout: results already given.
(49) CCOc1ccccc1CN(CCc1ccc2c(c1)OCO2)Cc1cccc(OC)c1OC
- Epigenetic reg: -1.7%
- GLA spleen mod: ·
- TexasRed fluor: -2%
- NPSR antag: ·
- Tau FP inhib: 0%
- CBFb-RUNX1 inh: ·
- TRb SRC2 PPI: 3%
- Tau fluor counter: -9%
(50) CCc1cc2c(=O)[nH]c(Cc3ccc(Cl)cc3)nc2s1
- Epigenetic reg: -0.7%
- GLA spleen mod: -3%
- TexasRed fluor: -2%
- NPSR antag: -2%[46.1 µM]
- Tau FP inhib: -5%
- CBFb-RUNX1 inh: 3%
- TRb SRC2 PPI: -2%
- Tau fluor counter: -6%
